Nrf2 ARE act: activators of Nrf2 (ARE) signaling; AREc32 ARE-luciferase reporter (MCF7-derived line), luminescence, 24 h; Potency, µM (highest dose often 46.1 µM), inactives show at the highest dose activation, usual class: activators; hit rate 0.31% among 410,000; AID 624171; further: potency means the concentration at half of the fitted maximal effect; % of control where 0% means no effect; nearly all actives have a fitted effect of over 65% in size
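Nrf2 activation is followed as ARE-luciferase induction in the AREc32 line after one day of compound treatment; luminescence is read with Steady-Glo.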
TGFb SMAD3 inh: TGF-b pathway inhibition | HepG2 CAGA-GFP TGF-b/SMAD3 reporter, GFP fluorescence, 18 h; TGF-beta stimulated, 500 pg/mL final | Potency, µM (titrated, usually from 46.1 µM), for the others: at the top dose activity, negative = inhibition, usual class: inhibitors | hit rate 1.2% among 410,000; further: potency means the concentration at half of the fitted maximal effect; on the % scale 0 is the no-effect control and ±100 the full control effect; nearly all actives have a fitted effect of over 65% in size
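Per well, imaged GFP fluorescence of HEPG2 CAGA-GFP cells gives the signal; cells get compound, then TGF-beta (500 pg/mL final), 18 h at 37 degrees C; %Activity versus -TGF-beta and +DMSO controls.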
EPAC2 antagonist: blocks human EPAC2 exchange factor | Q8WZA2 | EPAC2 GEF exchange of Rap1B-BODIPY-GDP, fluorescence | Potency, µM (highest dose often 114 µM), inactives show at the highest dose activity, negative = inhibition, hits mostly inhibitors | hit rate 0.18% among 360,000; further: potency means the concentration at half of the fitted maximal effect; on the % scale 0 is the no-effect control and ±100 the full control effect; nearly all actives have a fitted effect of over 45% in size; many of its hits are not listed in these tables
Target sequence (Q8WZA2 whole entry, looked up): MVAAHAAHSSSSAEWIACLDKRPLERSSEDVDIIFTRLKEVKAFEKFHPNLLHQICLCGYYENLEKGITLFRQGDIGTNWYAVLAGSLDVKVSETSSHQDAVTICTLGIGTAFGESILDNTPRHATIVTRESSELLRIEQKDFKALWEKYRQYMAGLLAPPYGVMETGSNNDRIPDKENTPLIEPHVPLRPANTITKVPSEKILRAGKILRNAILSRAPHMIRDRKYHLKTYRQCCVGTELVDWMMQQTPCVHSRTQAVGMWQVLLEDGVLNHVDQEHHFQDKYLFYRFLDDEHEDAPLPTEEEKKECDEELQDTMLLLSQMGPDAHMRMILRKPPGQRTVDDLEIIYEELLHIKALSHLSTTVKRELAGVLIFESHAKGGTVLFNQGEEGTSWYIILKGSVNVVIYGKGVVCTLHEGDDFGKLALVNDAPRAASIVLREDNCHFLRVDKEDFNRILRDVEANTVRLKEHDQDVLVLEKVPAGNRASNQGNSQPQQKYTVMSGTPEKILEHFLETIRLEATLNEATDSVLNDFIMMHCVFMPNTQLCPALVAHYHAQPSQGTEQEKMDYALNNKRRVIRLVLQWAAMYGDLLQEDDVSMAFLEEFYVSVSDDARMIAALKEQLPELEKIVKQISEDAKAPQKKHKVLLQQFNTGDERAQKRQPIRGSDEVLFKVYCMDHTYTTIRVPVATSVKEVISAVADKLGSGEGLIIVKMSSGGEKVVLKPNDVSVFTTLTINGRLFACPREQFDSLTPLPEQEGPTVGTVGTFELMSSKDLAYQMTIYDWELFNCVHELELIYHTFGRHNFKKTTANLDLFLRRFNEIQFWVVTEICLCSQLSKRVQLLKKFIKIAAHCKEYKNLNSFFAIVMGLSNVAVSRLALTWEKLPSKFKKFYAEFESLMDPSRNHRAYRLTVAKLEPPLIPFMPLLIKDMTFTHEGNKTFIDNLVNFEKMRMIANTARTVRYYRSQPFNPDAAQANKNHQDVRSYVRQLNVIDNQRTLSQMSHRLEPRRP
Nrf2 block: blocks Nrf2 signaling | A549 ARE-Fluc reporter, luciferase luminescence, 18-24 h | Potency, µM (highest dose often 46 µM), inactives show top-dose activity change, negative = inhibition, actives largely listed as inhibitors | hit rate 2.1% among 360,000; further: potency means the concentration at half of the fitted maximal effect; on the % scale 0 is the no-effect control and ±100 the full control effect; nearly all actives have a fitted effect of over 60% in size
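A549 ARE_Fluc cells (5000/well, 5% FBS OPTI-MEM) pre-incubated 2 h, then treated with compounds 18-24 h at 37C/5% CO2 in concentration-response. CellTiter-Fluor viability read first; BugLite luciferase luminescence after 15 min at room temperature gives Nrf2 activity.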
CCT chaperon mod: modulators of cytosolic chaperonin (CCT/TRiC) activity; purified chaperonin ATPase assay, HTRF ADP detection, 30 min; activity change, % (test concentration not listed), hits read low; hit rate 0.3% among 360,000; in the data active means activity change below about -30%; further: on the % scale 0 is the no-effect control and ±100 the full control effect
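Nucleotide hydrolysis assay: TRiC at 20–40 nM final (set by batch activity) with 10 uM ATP, 30 min at 37 °C, in presence of 76 uM compound. Detection by competitive ADP HTRF, 30 min ambient.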
A549 viability: A549 cytotoxicity, counter-screen for Nrf2 inhibitors | A549 ARE-Fluc cells, CellTiter-Fluor viability, 18-24 h | Potency, µM (doses to about 46 µM), for the others: top-dose activity change, negative = cytotoxicity, actives largely listed as inhibitors | hit rate 0.16% among 390,000; further: potency means the concentration at half of the fitted maximal effect; on the % scale 0 is the no-effect control and ±100 the full control effect
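A549 ARE_Fluc cells in 5% FBS OPTI-MEM were exposed to compounds in concentration-response for 18-24 h at 37 deg C. Viability was read by CellTiter-Fluor fluorescence (Ex 405/Em 525) after 30 min, before the luciferase read.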
Mm-Cpn inhibitor: blocks the Methanococcus maripaludis chaperonin Mm-Cpn | Potency, µM (titrated, usually from 76.9 µM), for the others: at the top dose activity, negative = inhibition, hits mostly inhibitors | purified Mm-Cpn ATPase, ADP Transcreener TR-FRET | hit rate 0.031% among 330,000; further: potency means the concentration at half of the fitted maximal effect; on the % scale 0 is the no-effect control and ±100 the full control effect; nearly all actives have a fitted effect of over 80% in size
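Eu-cryptate anti-ADP/ADP-d2 competition gives a ratio inversely related to ADP. Enzyme at 25 nM was pre-exposed to compound for 10 min, then given 10 uM ATP for 30 min, 37°C throughout.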
Akt phos inh: inhibitors of Akt phosphorylation. Neuro2A IGF-stimulated pAkt S473 HTRF, 20 min; hits give low values. activity change, % for hits at 50 µM. hit rate 0.32% among 360,000; in the data active means activity change below about -80%; inconclusive means mostly about -51% to -80%; further: on the % scale 0 is the no-effect control and ±100 the full control effect
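Single-point screen (50 µM final compound) in Neuro2A cells stimulated 20 min with 6 nM IGF at 37 deg C. After lysis, Ser473-phosphorylated Akt read by HTRF (ex 330 nm, em 615/665 nm) as the 665/615 ratio.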
EPAC2 ag: EPAC2 (human) agonism; Q8WZA2; EPAC2 activation, biochemical qHTS; response scale: 100% = 6.5 mM cAMP response; Potency, µM (titrated, usually from 154 µM), without a hit: top-dose activation, usual class: activators; hit rate 0.079% among 360,000; AID 720711; further: potency means the concentration at half of the fitted maximal effect; nearly all actives have a fitted effect of over 50% in size
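qHTS, titration series. 100 nM EPAC2 / 250 nM Rap1B-BODIPY-GDP / 50 uM GDP; RT; ex 480/em 540 nm, 5-min reads to 30 min. Norm. to 6.5 mM cAMP = activation.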
An asterisk follows results filed as active; i = inactive; u = inconclusive; x = no result given; [ ] = dose if it differs, or a comment. Unless noted, the call rests on the fitted dose curve; in most records, active means well fitted curve in the direction sought with a large enough effect; inconclusive means small, poorly fitted or top-dose-only effect, or another doubt; inactive means no such curve, though single readings can be large; an effect the other way counts as inactive or inconclusive.

SMILES | Nrf2 ARE act | TGFb SMAD3 inh | EPAC2 antagonist | Nrf2 block | CCT chaperon mod | A549 viability | Mm-Cpn inhibitor | Akt phos inh | EPAC2 ag
Cc1ccc(-n2nnnc2-c2cnc3cc4c(cc3c2C)OCO4)cc1 | 0.2% | -3% | 5% | -4% | -1.1 | 2% | -1% | i | 6%
CCN(CC)S(=O)(=O)c1ccc(NC(=O)COc2cccc(-n3cnnn3)c2)cc1 | -0.1% | 4% | 2% | -4% | -2.0 | 1% | -1% | i | 5%
C#CCN1C(=O)C(O)(CC(=O)c2cc(OC)ccc2OC)c2ccccc21 (stereo not drawn) | -0.2% | -3% | -1% | -2% | -1.8 | -6% | -1% | i | -3%
CC1CCCCN1C(=O)COC(=O)CSc1ccc(C(N)=O)cc1[N+](=O)[O-] (stereo not drawn) | 0.8% | 16% | 4% | 9% | 0.5 | -7% | x | i | -3%
CCc1cc(C(=O)N/N=C/c2ccc(O)cc2)c2ccccc2n1 | 0.0% | 1% | -9% | u | -0.6 | 4% | 3% | i | 0%
COc1cccc(C2=CC(=O)C[C@H](c3ccc(F)cc3)C2)c1OC | 14% | 13% | 4% | 26% | -0.5 | 8% | 1% | i | 13%
Nc1nonc1-n1nnc(C(=O)N/N=C/c2cccnc2)c1CSc1ccc(Cl)cc1 | -0.5% | -20% | 0% | 15% | -1.5 | 3% | 0% | i | 9%
N=c1c2c(n(Cc3ccccc3)c3c1CCC3)CCC2 | -1.0% | 0% | -1% | 1.5µM* | -1.8 | u | 1% | i | 0%
Cc1cc(NC(=O)CS(=O)(=O)c2cn(Cc3ccccc3Cl)c3ccccc23)no1 | -0.5% | u | -14% | 26µM* | -5.6 | -17%[1.84 µM] | -2% | i | 10%
O=C(c1cccc(S(=O)(=O)N2CCCCCC2)c1)N1CCN(c2ccccc2F)CC1 | 7.2% | 12% | -9% | -14% | -0.2 | 3% | -1% | i | 16%
COc1ccc(NC(C#N)c2ccccc2OCc2ccccc2)cc1 (stereo not drawn) | 4.1% | -6% | 1%[57.1 µM] | 6% | -0.4 | u | 0% | i | 17%
O=C(CS(=O)CC(=O)N(CC(=O)NC1CCCC1)c1ccc2c(c1)OCCO2)Nc1ccc(F)cc1 (stereo not drawn) | -0.3% | -4% | 2% | -11% | -3.7 | -4% | -1% | x | 6%
COc1ccc(N2CCN(C(CNC(=O)c3cccc(OC)c3)c3cccnc3)CC2)cc1 (stereo not drawn) | 0.2% | -29% | x | -4% | x | -18% | x | x | x
CCc1ccc(NC(=O)Cn2c(=O)n(Cc3ccc(C)cc3)c(=O)c3cccnc32)cc1 | 0.1% | -16% | x | 3% | x | 2% | x | x | x
C=CCc1c(N(CC)CC)nc(C)[nH]c1=O | 0.3% | 25% | 3% | -24% | 0.5 | -5% | -1% | i | -5%
COc1ccc(Br)cc1CNCCSc1nnnn1C | 0.4% | -7% | -1% | 2% | 2.4 | 13% | -1% | i | 2%
CCN(CC)CCCNC(=O)CC1Sc2ccccc2NC1=O (stereo not drawn) | -1.0% | 0% | 0% | 12% | 0.7 | 6% | 0% | i | 0%
Clc1ccc(-c2cccs2)nn1 | 3.4% | 1% | -2% | -4% | 0.9 | 5% | -2% | i | 3%
CC1CC(C)CN(C(=O)c2ccc(NS(=O)(=O)c3ccc4[nH]c(=O)[nH]c4c3)cc2)C1 (stereo not drawn) | 0.0% | -19% | 6% | -4% | 0.4 | -3% | 0% | i | 6%
Cn1c(Cc2ccccc2)nnc1SCC(=O)NCCc1ccccc1 | -0.6% | -11% | -6% | 0% | 1.0 | -3% | 1% | i | 2%
Cc1ccc(SCCC(=O)N2CCC(C)CC2)cc1 | -0.2% | -17% | 7% | u | 0.3 | 0% | 0% | i | -2%
CN(C(=O)/C=C/c1ccc(F)cc1)C1CCCCC1 | 0.1% | -23% | 12% | u | 0.5 | -2% | x | i | 4%
c1ccc2c(c1)[nH]c1c(N3CCN(C4CCCCC4)CC3)ncnc12 | 5.3% | -1% | 3% | -20% | -1.4 | u | 1% | i | -6%
COc1ccc(C2/C(=C(\O)c3ccc4c(c3)OCCO4)C(=O)C(=O)N2Cc2cccnc2)cc1 (stereo not drawn) | 0.5% | 4% | 21% | 10% | -58* | 0% | u | x | 17%

Sorted by length of the SMILES (smallest number first): some entries from above
SMILES | Nrf2 ARE act | TGFb SMAD3 inh | EPAC2 antagonist | Nrf2 block | CCT chaperon mod | A549 viability | Mm-Cpn inhibitor | Akt phos inh | EPAC2 ag
Clc1ccc(-c2cccs2)nn1 | 3.4% | 1% | -2% | -4% | 0.9 | 5% | -2% | i | 3%
COc1ccc(Br)cc1CNCCSc1nnnn1C | 0.4% | -7% | -1% | 2% | 2.4 | 13% | -1% | i | 2%
Cc1ccc(SCCC(=O)N2CCC(C)CC2)cc1 | -0.2% | -17% | 7% | u | 0.3 | 0% | 0% | i | -2%
CN(C(=O)/C=C/c1ccc(F)cc1)C1CCCCC1 | 0.1% | -23% | 12% | u | 0.5 | -2% | x | i | 4%
Cn1c(Cc2ccccc2)nnc1SCC(=O)NCCc1ccccc1 | -0.6% | -11% | -6% | 0% | 1.0 | -3% | 1% | i | 2%
c1ccc2c(c1)[nH]c1c(N3CCN(C4CCCCC4)CC3)ncnc12 | 5.3% | -1% | 3% | -20% | -1.4 | u | 1% | i | -6%
COc1ccc(N2CCN(C(CNC(=O)c3cccc(OC)c3)c3cccnc3)CC2)cc1 (stereo not drawn) | 0.2% | -29% | x | -4% | x | -18% | x | x | x
CCc1ccc(NC(=O)Cn2c(=O)n(Cc3ccc(C)cc3)c(=O)c3cccnc32)cc1 | 0.1% | -16% | x | 3% | x | 2% | x | x | x
COc1ccc(C2/C(=C(\O)c3ccc4c(c3)OCCO4)C(=O)C(=O)N2Cc2cccnc2)cc1 (stereo not drawn) | 0.5% | 4% | 21% | 10% | -58* | 0% | u | x | 17%
CC1CC(C)CN(C(=O)c2ccc(NS(=O)(=O)c3ccc4[nH]c(=O)[nH]c4c3)cc2)C1 (stereo not drawn) | 0.0% | -19% | 6% | -4% | 0.4 | -3% | 0% | i | 6%

(cont.)
SMILES | Nrf2 ARE act | TGFb SMAD3 inh | EPAC2 antagonist | Nrf2 block | CCT chaperon mod | A549 viability | Mm-Cpn inhibitor | Akt phos inh | EPAC2 ag
COc1ccccc1NC(=O)C1=C(C)Nc2nc(SC)nn2C1c1ccccc1Cl (stereo not drawn) | 0.1% | -15% | x | 0% | x | 2% | x | x | x
Cc1ccc(N2CCN(C(=O)c3cn(C)c4ccc(S(=O)(=O)N5CCCC5)cc4c3=O)CC2C)cc1 (stereo not drawn) | -0.3% | -3% | x | -1% | x | 2% | x | x | x
CCN(CC)CC(=O)Nc1ccc2c(c1)N(C(=O)CN(CC)CC)c1ccccc1CC2 | 2.8% | 3% | 10% | 6% | -2.9 | -25% | -6% | i | -16%
Cc1nn(-c2ccccc2)c(C)c1C(=O)NCCc1ccc(Cl)cc1 | -0.8% | -9% | -3% | -8% | -2.9 | 1% | 0% | i | -2%
Cc1cc(C(F)F)n2ncc(C(=O)NC3CCCCCC3)c2n1 | 1.9% | 9% | 7% | -15% | -2.6 | -3% | 1% | i | 6%
COC(=O)CN1C(=O)[C@H]2[C@@H](/C=C/c3ccccc3)N3C(=O)CN(Cc4ccccc4)C(=O)[C@@]3(C)[C@H]2C1=O | -0.2% | -2% | 8% | 2% | -2.7 | 1% | 0% | i | -6%
c1ccc2cc(OCCCn3ccnc3)ccc2c1 | -0.3% | -10% | -10% | -3% | -1.7 | 3% | 0% | i | 4%
COc1ccccc1C(=O)Nc1ccc(S(=O)(=O)N2CCCCC2c2cccnc2)cc1 (stereo not drawn) | 1.3% | -14% | -12% | 16µM* | 0.3 | -20% | 0% | i | 3%
Cc1cc(NC(=O)CSc2cn(CCNC(=O)c3ccc(Cl)cc3)c3ccccc23)no1 | 2.7% | -6% | 4% | u | -2.0 | -1% | 0% | i | 6%
Oc1c(CN2CCCCC2)cc(Br)c2cccnc12 | 22% | 2.8µM* | 1% | u | -1.0 | -13% | 0% | i | 8%
Cc1cc(SCC(=O)NC(=O)NCc2ccco2)nc2ccccc12 | 5.3% | -5% | 10% | -17% | 0.8 | -16% | -12% | i | 10%
O=c1oc2c(-c3ccc([N+](=O)[O-])cc3)cc(O)cc2s1 | 22µM* | 2% | -26% | 4% | 1.1 | 7% | 1% | i | 9%
CCOc1ccc(C2CC(=O)c3c([nH]c(C(=O)OC)c3C)C2)cc1OC (stereo not drawn) | -0.5% | -37% | 2% | x | -1.1 | -1% | x | i | -19%
Nc1nc(NCCO)nc(NCc2ccccc2)c1[N+](=O)[O-] | 2.3% | 0% | 6% | u | 1.0 | 4% | -6% | i | -6%
O=c1c(-c2ccc(O)cc2)coc2cc(O)cc(O)c12 | 8.4% | 28% | 0% | 2% | -1.0 | 3% | 0% | i | 4%
NC(=O)CC1C(=O)N(c2ccccc2)C(=S)N1NC(=O)c1ccc(Br)cc1 (stereo not drawn) | 9.3% | 5% | 2% | 0% | 0.8 | 4% | -2% | i | 5%
CCOC(=O)C1=C(C)N=C(SC)N(C)C1c1ccccc1 (stereo not drawn) | 0.6% | 12% | 13% | -17% | -1.0 | -18% | -1% | i | -2%
COc1ccc(NC(=O)c2cccc3ccccc23)cc1 | 4.4% | 5% | 14% | u | -4.7 | -5% | -10% | i | -4%

A portion of the library, so the mix of outcomes need not match the whole.
